Screening results deposited in PubChem by several laboratories.
GalR3 antagonist – antagonists of human GalR3; inhibition, % at 3 µM; HEK293 GalR3-CNG cAMP membrane potential fluorescence; galR3 body fused to GalR1 C-terminus; actives 0.44% (n = 360,000); O60755;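 active means inhibition above the screen-wide average plus 3 SD, cut at about 13% in these data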;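 further: forskolin and galanin both at EC90 stimulate the cells; cAMP rise reported by CNG channel membrane potential dye signal; 0% = forskolin plus galanin with DMSO and 100% = forskolin alone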
Target sequence (O60755 1-299 limits assumed): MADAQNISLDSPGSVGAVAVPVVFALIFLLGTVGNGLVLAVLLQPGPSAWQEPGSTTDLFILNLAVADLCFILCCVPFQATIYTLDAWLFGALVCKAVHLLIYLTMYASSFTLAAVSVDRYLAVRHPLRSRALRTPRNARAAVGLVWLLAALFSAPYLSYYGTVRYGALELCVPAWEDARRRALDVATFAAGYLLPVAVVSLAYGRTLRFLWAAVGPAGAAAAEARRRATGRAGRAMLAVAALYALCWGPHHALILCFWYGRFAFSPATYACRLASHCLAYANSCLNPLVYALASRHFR
V1R ag counter – counter-screen for oxytocin receptor agonists: human V1a receptor agonists; P37288; activation, % at 3 µM; actives 0.25% (n = 320,000); CHO-V1R cells, Fluo-8 calcium fluorescence, agonist mode; 0% DMSO, 100% 3 nM vasopressin;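 active means activation above the mean activation of all tested compounds plus 3 SD, per screening run, cut at about 20% in these data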;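 further: signal is peak over basal fluorescence ratio across a 100 second FLIPR read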
PfM18AAP inh – blocks P. falciparum M18 aspartyl aminopeptidase; recombinant PfM18AAP, H-Glu-NHMec fluorogenic cleavage; inhibition, % at 7.35 µM; actives 1.2% (n = 290,000);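 active means inhibition above the campaign mean inhibition over all tested compounds plus 3 SD, cut at about 28% in these data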;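 further: 0% = plate median of test compound wells and 100% = 2 mM ZnCl2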
MEKK2 mut-MEK5 – signal of MEK5 binding to mutant human MEKK2 PB1 domain; actives 0.35% (n = 290,000); percent response, % at 10 µM; bead flow cytometry, Alexa488-MEK5 binding to MEKK2 mutant; in the data active means percent response above about 24%, passing the limit was not always enough; further: inactives centre near 1; some results filed as inactive read as strong as hits
MEKK2wt PB1 HTS – raises or lowers MEK5 binding to wildtype human MEKK2 PB1 domain | Q9Y2U5 | bead flow cytometry, Alexa488-MEK5 binding to MEKK2 WT; actives lie on both sides | binding response (% of control), % at 10 µM | actives 1.1% (n = 290,000) | AID 1531; in the data active means binding response below about 67% or above about 130%
OXTR potentiator – potentiates the human oxytocin receptor response | P30559 | CHO-OTR cells, Fluo-8 calcium fluorescence, potentiator mode; 0% = oxytocin EC15, 100% = EC100 | activation, % at 3 µM | actives 0.061% (n = 320,000) | AID 2445;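 active means activation above that plate's cutoff, the mean activation of tested compounds plus 3 SD, cut at about 6.6% in these data, passing the limit was not always enough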;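 further: 100% uses oxytocin at 75 nM as the full agonist control; some results filed as inactive read as strong as hits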
Target sequence (P30559 whole entry, looked up): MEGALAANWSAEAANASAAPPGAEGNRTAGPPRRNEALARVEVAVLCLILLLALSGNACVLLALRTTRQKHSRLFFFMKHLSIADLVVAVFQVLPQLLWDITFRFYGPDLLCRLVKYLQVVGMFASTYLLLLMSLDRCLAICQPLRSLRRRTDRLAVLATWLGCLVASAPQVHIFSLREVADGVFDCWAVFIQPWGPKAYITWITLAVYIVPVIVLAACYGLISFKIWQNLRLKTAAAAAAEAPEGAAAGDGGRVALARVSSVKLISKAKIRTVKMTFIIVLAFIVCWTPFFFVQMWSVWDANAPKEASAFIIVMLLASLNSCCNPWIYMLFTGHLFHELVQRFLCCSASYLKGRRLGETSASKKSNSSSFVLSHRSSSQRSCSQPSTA
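System: human OTR in CHO cells / Also added: sub-maximal oxytocin, roughly EC15 / Control set: EC15 oxytocin low, 75 nM oxytocin high / Schedule: 6 min compound pre-incubation at room temperature, 100 s kinetic read / Compound: single-point 3.0 µM / Replication: singlicate / Technique: Fluo-8 calcium dye fluorescence / Read-out basis: % activation of max/min ratio relative to oxytocin controls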
OXTR ag – agonists of human oxytocin receptor | CHO-OTR cells, Fluo-8 calcium fluorescence; normalized: DMSO 0%, oxytocin 100% | activation, % at 3 µM | actives 0.32% (n = 320,000) | AID 2435;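 active means activation above the mean of all tested compounds plus 3 SD, cutoff set per screening run, cut at about 20% in these data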;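 further: peak over basal fluorescence ratio from a 100 s FLIPR kinetic read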
NALP1 yeast inh – blocks the NALP1 inflammasome reconstituted in yeast. S. cerevisiae NALP1/ASC/caspase-1 growth, X-gal OD620, 72 h. inhibition, % at 10 µM. actives 0.61% (n = 280,000). AID 2071; in the data active means inhibition mostly above about 24%, no sharp cut-off; inactive means mostly below about 32%; further: some compounds called inactive have numbers as strong as hits
GPR7 antagonist – blocks human GPR7 receptor signaling. GPR7-expressing cells, fluorescence antagonist assay. inhibition, % at 4.4 µM. actives 1.1% (n = 290,000). AID 1861; in the data active means inhibition above about 16%, passing the limit was not always enough;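 further: cells stimulated with the agonist NPW; 0% = agonist with vehicle and 100% = vehicle without agonist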
Target sequence (P48145 whole entry, looked up): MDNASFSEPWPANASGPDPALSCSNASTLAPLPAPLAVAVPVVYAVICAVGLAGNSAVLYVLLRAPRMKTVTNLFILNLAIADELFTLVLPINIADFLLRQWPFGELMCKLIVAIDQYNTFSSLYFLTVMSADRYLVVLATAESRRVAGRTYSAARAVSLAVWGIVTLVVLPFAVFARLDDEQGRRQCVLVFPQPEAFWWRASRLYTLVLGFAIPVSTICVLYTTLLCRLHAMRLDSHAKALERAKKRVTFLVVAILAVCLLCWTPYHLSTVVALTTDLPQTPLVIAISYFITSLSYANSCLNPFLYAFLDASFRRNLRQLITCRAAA
* hit, by the source's call; x = not tested or not shown. Rows are unselected; any-hit rate near 4.1%.

nr	smiles	PfM18AAP inh	OXTR potentiator	NALP1 yeast inh	MEKK2wt PB1 HTS	V1R ag counter	GalR3 antagonist	GPR7 antagonist	MEKK2 mut-MEK5	OXTR ag
1	CCN(CC)C(=O)C1CCCN(C(=O)Nc2ccc3nsnc3c2)C1 (configuration not stated)	9	0	34	112	-0.6	1	-11	14	-0.6
2	CC(=O)Nc1ccc(NCC(=O)c2ccccc2)cc1	34*	1	5	98	0.8	-2	-3	-1	0.9
3	CC1=CC(=C(C#N)C#N)C=C(C)N1CCC(C)C	2	-2	14	94	0.6	-5	-10	-2	-1.0
4	CO/N=C/C(C(C)=O)C(=O)Nc1ccc(Cl)cc1Cl (configuration not stated)	-1	-8	7	101	1.0	-5	-9	1	1.2
5	COc1ccc(-c2ncccc2OC(=O)C23CC4CC(CC(C4)C2)C3)cc1OC	-5	0	28	104	0.6	3	8	13	-1.9
6	CSc1nsc(SC)c1C(=O)O	2	-13	-16	109	1.1	-1	-7	0	-0.7
7	CC(=O)Nc1ccc(S(=O)(=O)NCCC(=O)OCC(=O)c2ccccc2)cc1	x	-11	x	x	3.4	-4	x	x	1.5
8	O=C(Nc1ccnn1C1CCN(C(=O)CCc2ccc(F)cc2)CC1)C1CCOC1 (configuration not stated)	-11	-11	21	102	0.1	0	-10	-1	-0.4
9	CCOc1cc(S(=O)(=O)NCc2ccncc2)c(C)cc1C	-1	-4	-13	101	6.1	-2	-20	0	5.9
10	COC(=O)c1ccccc1NC(=O)C(C)Oc1ccccc1 (configuration not stated)	2	-12	-53	103	-1.5	4	-7	-3	-2.2
11	O=C1NC(=O)/C(=C\c2ccc(Oc3ccc([N+](=O)[O-])cn3)cc2)S1	-1	-5	27	97	4.9	-11	9	-4	0.7
12	O=C(NCc1cccnc1)c1ccc(Br)s1	-9	1	x	82	1.0	-2	-12	-22	0.4
13	CCOc1cccc(C(=O)N(Cc2ccc(F)cc2)C2CCS(=O)(=O)C2)c1 (configuration not stated)	-2	2	12	106	-0.8	x	-3	9	-1.6
14	C=CCOc1c(Br)cc(CNn2cn[nH]c2=S)cc1OC	17	-10	-34	103	-0.1	-5	-8	1	0.3
15	Fc1cccc(Cl)c1Cn1nnc2c(N3CCC4(CC3)OCCO4)ncnc21	-5	-5	3	101	0.3	-4	2	1	-0.1

nr	smiles	PfM18AAP inh	OXTR potentiator	NALP1 yeast inh	MEKK2wt PB1 HTS	V1R ag counter	GalR3 antagonist	GPR7 antagonist	MEKK2 mut-MEK5	OXTR ag
16	COCC(=O)N1CCC(Oc2ccc(C(=O)N3CCCCCC3)cc2)CC1	-1	2	-28	106	1.1	-2	-12	3	0.3
17	Cc1onc(-c2ccc(Cl)cc2Cl)c1-c1csc(N/N=C/c2ccccc2Cl)n1	2	-11	5	99	2.2	-2	-7	1	-0.9
18	O=C1NC(=Nc2ccc(Cl)cc2)/C(=C/c2ccco2)S1	8	-5	26	99	0.9	-1	-4	-1	0.2
19	CCS(=O)(=O)c1ccc(O)c(NC(=O)COc2ccc(Br)cc2)c1	8	-21	6	98	1.5	-4	18	-3	3.0
20	O=C(CCCCl)Oc1ccc2cc(-c3ccc4ccccc4n3)c(=O)oc2c1	-9	-11	22	101	3.1	14*	1	-1	1.9
21	O=[N+]([O-])c1ccc(N=Cc2sc3ccccc3c2O)cc1	0	-10	37	98	10	-2	-8	-1	8.7
22	Cc1ccc(-n2cccc2C(=O)NS(=O)(=O)c2ccc(C)cc2)cc1	-2	1	0	99	0.1	-4	-1	-7	-0.7
23	Cc1cccc(OCC(=O)NCCNC(=O)c2cnccn2)c1	-2	2	4	98	0.5	-9	-12	-6	1.0
24	CC(=O)c1c(C)[n+]([O-])c2ccc3c(non3O)c12	5	-12	0	106	-1.4	-4	-5	6	-0.4
25	O=C(NCC(=O)N1CCC2(CC1)NCCc1[nH]cnc12)c1ccccc1F	-1	-2	8	95	0.9	4	-11	0	-1.0
26	CCN1CCCC1CN(Cc1cc2ccc(C)cc2[nH]c1=O)C(=S)Nc1ccccc1C(=O)OC (configuration not stated)	2	-2	37*	115	0.6	-3	0	-1	0.5
27	O=C(CCSc1ccc(F)cc1)NNC(=O)c1ccc([N+](=O)[O-])cc1	x	-7	x	x	3.0	-2	x	x	3.2
28	COc1ccc(CC(=O)Nc2ccc(S(=O)(=O)N3CCC(C)CC3)cc2)c(OC)c1	x	4	x	x	5.2	-6	x	x	1.8
29	COc1cccc(COC(=O)c2c(C)nn(-c3ccccc3)c2Cl)c1OC	-2	-7	-6	101	0.1	-1	-6	11	0.3
30	CCc1cc(=O)oc2cc(OCC(=O)NCC3CCC(C(=O)O)CC3)ccc12 (configuration not stated)	2	2	10	103	0.7	2	-6	1	0.7

nr	smiles	PfM18AAP inh	OXTR potentiator	NALP1 yeast inh	MEKK2wt PB1 HTS	V1R ag counter	GalR3 antagonist	GPR7 antagonist	MEKK2 mut-MEK5	OXTR ag
31	Cc1nnc2n(C3CCCCC3)c(=O)c3c4c(sc3n12)CCC4	-3	x	7	111	x	x	-12	1	x
32	COCc1nnc(NC(=O)CS(=O)(=O)Cc2ccccc2)s1	-1	7	x	104	0.5	-3	7	4	-0.3
33	Cc1ccc(S(=O)(=O)c2ccc(Cl)cc2)cc1S(=O)(=O)N1CCN(C)CC1	6	-9	5	110	4.6	-7	12	9	8.4
34	Fc1ccccc1-c1nc(NCCCN2CCOCC2)c2ccccc2n1	-1	-9	31	105	1.2	-2	5	2	3.2
35	Cc1ccc(CNC(=O)CC2C(=O)Nc3c2c(=O)n(C)c(=O)n3Cc2ccccc2)cc1 (configuration not stated)	2	-9	15	94	1.1	2	-8	2	-0.4
36	O=C(NCc1ccco1)C1CCN(Cc2ccc(F)cc2)CC1	2	-1	3	116	2.0	2	-1	8	-0.4
37	CCCCC(=O)Nc1c2c(nn1-c1ccc([N+](=O)[O-])cc1)CS(=O)(=O)C2	-3	-2	-1	106	-0.8	-6	4	5	-0.3
38	C1=CC2CCC1ON2c1ccccc1 (configuration not stated)	1	-2	20	90	-0.2	-7	-10	-2	-0.6
39	CC1=C(C(=O)Nc2ccccc2)C(c2ccc(O)cc2)N2C(=O)CSC2=N1 (configuration not stated)	10	-13	15	95	0.6	-2	5	-1	-0.4
40	CS(=O)(=O)N1CCC(C(=O)NCc2ccc(Cl)cc2Cl)CC1	-11	-3	-16	103	1.0	4	-20	2	0.0
41	COc1ccccc1Oc1ccccc1[N+](=O)[O-]	-8	2	12	76	-0.2	0	-9	-33	-3.9
42	Cn1c(=O)c2c(nc(N3CCN(C(=O)c4ccco4)CC3)n2CCSc2ncccn2)n(C)c1=O	-13	-16	5	103	0.6	-2	-15	0	0.2
43	CCCN1CNc2c(c(=O)[nH]c(=S)n2-c2ccccc2Cl)C1	-5	-3	17	73	2.1	5	-9	-13	0.6
44	COc1ccc(CCNC(=O)c2nonc2N)cc1OC	1	-2	15	96	-0.9	-1	-7	-1	0.2
45	Cc1c(/C=N\NC(=O)c2cccc(F)c2)cnn1C	2	-14	29	102	0.7	3	-4	0	0.4

Rewritten with two lines to a compound: part of the list above
Every second line gives: PfM18AAP inh	OXTR potentiator	NALP1 yeast inh	MEKK2wt PB1 HTS	V1R ag counter	GalR3 antagonist	GPR7 antagonist	MEKK2 mut-MEK5	OXTR ag
29) COc1cccc(COC(=O)c2c(C)nn(-c3ccccc3)c2Cl)c1OC
    -2	-7	-6	101	0.1	-1	-6	11	0.3
30) CCc1cc(=O)oc2cc(OCC(=O)NCC3CCC(C(=O)O)CC3)ccc12 (configuration not stated)
    2	2	10	103	0.7	2	-6	1	0.7
31) Cc1nnc2n(C3CCCCC3)c(=O)c3c4c(sc3n12)CCC4
    -3	x	7	111	x	x	-12	1	x
32) COCc1nnc(NC(=O)CS(=O)(=O)Cc2ccccc2)s1
    -1	7	x	104	0.5	-3	7	4	-0.3
33) Cc1ccc(S(=O)(=O)c2ccc(Cl)cc2)cc1S(=O)(=O)N1CCN(C)CC1
    6	-9	5	110	4.6	-7	12	9	8.4
34) Fc1ccccc1-c1nc(NCCCN2CCOCC2)c2ccccc2n1
    -1	-9	31	105	1.2	-2	5	2	3.2
35) Cc1ccc(CNC(=O)CC2C(=O)Nc3c2c(=O)n(C)c(=O)n3Cc2ccccc2)cc1 (configuration not stated)
    2	-9	15	94	1.1	2	-8	2	-0.4
36) O=C(NCc1ccco1)C1CCN(Cc2ccc(F)cc2)CC1
    2	-1	3	116	2.0	2	-1	8	-0.4
37) CCCCC(=O)Nc1c2c(nn1-c1ccc([N+](=O)[O-])cc1)CS(=O)(=O)C2
    -3	-2	-1	106	-0.8	-6	4	5	-0.3
38) C1=CC2CCC1ON2c1ccccc1 (configuration not stated)
    1	-2	20	90	-0.2	-7	-10	-2	-0.6
39) CC1=C(C(=O)Nc2ccccc2)C(c2ccc(O)cc2)N2C(=O)CSC2=N1 (configuration not stated)
    10	-13	15	95	0.6	-2	5	-1	-0.4
40) CS(=O)(=O)N1CCC(C(=O)NCc2ccc(Cl)cc2Cl)CC1
    -11	-3	-16	103	1.0	4	-20	2	0.0
41) COc1ccccc1Oc1ccccc1[N+](=O)[O-]
    -8	2	12	76	-0.2	0	-9	-33	-3.9
42) Cn1c(=O)c2c(nc(N3CCN(C(=O)c4ccco4)CC3)n2CCSc2ncccn2)n(C)c1=O
    -13	-16	5	103	0.6	-2	-15	0	0.2

(next part)
nr	smiles	PfM18AAP inh	OXTR potentiator	NALP1 yeast inh	MEKK2wt PB1 HTS	V1R ag counter	GalR3 antagonist	GPR7 antagonist	MEKK2 mut-MEK5	OXTR ag
46	NC(=O)CC(NC(=O)Cc1ccc(Cl)cc1)c1ccc(NC2CCCCC2)c([N+](=O)[O-])c1 (configuration not stated)	x	8	x	107	0.4	3	x	5	0.3
47	O=C(Nc1ccc(F)cc1F)C1(c2cccs2)CCOCC1	0	-3	-8	97	-0.3	1	-14	-3	-0.8
48	CCc1nn(CCCC(=O)Nc2ccc(C)c(C)c2)c(=O)c2cc3occc3n12	5	-8	8	100	1.5	-1	-10	1	0.2
49	COC(=O)c1sc(NC(C)=O)c(C(=O)OC)c1C	-4	-5	8	98	1.2	-6	-10	0	-0.6
50	COc1ccc2[nH]c3c(NCCCN4CCCC4=O)ncnc3c2c1	2	-4	7	99	-0.8	-6	-5	1	-1.0
51	Cc1cc(NC(=O)c2cc(-c3ccco3)on2)n(-c2ccccc2)n1	2	-2	-69	103	-0.7	4	-8	3	-1.9
52	COc1ccc(N(C)C(=O)c2ccc3c(c2)nnn3C)cc1	0	5	-5	104	-0.2	1	-7	-8	0.9
53	Cc1cc(NC(=O)c2cc(-c3ccco3)on2)nn1Cc1ccc(Cl)cc1	5	-10	16	x	2.1	-5	-5	x	1.5
54	N#Cc1c(N2CCN(c3ccc(F)cc3)CC2)nc(N)c2c(N)nc3c(c12)CC(=O)N3C1CC1	9	x	4	91	x	5	-8	-8	x
55	CCCC[C@@H]1CNC(=O)C(=O)N1CCCc1cc(OC)c(OC)c(OC)c1	x	-10	x	94	0.3	-3	x	-8	0.5
